High-throughput results deposited in PubChem BioAssay by NMMLSC.
RPL19A TOR yeast – modulators of TOR pathway RPL19A-GFP in S. cerevisiae | percent response vs DMSO, % at 10 µM | S. cerevisiae RPL19A-GFP strain, flow cytometry, 3 h; stronger effect = lower value | hit rate 0.3% among 330,000 | AID 2025;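 active = percent response vs DMSO below 50%; inconclusive = fewer than 70 events counted for the yeast strain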;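 also: median channel GFP fluorescence of the barcoded RPL19A-GFP strain; ratio of sample median GFP to plate DMSO average so 100% = DMSO; lower means less RPL19A-GFP as with rapamycin TOR inhibition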
Yeast superoxide – caloric restriction mimetics inhibiting age-related superoxide in yeast; S. cerevisiae aged cells, superoxide DHE fluorescence; stronger effect = lower value; hit rate 0.18% among 330,000; superoxide response (% of plate mean), % at 10 µM;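 active = superoxide response under a set limit, about three screen SD below normal, cut at about 65% in these data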;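 also: yeast aged for seven days with compound at 30 °C before DHE staining; 100% = average MFI of all compound-treated wells on the plate with controls excluded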
GRK2 aptamer HTS – blocks RNA aptamer binding to human GRK2; P25098; bead flow cytometry, FAM-aptamer displacement from GRK2; inhibition of aptamer binding, % at 10 µM; hit rate 0.59% among 330,000; AID 488847;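 active = inhibition of aptamer binding above 40%, roughly 3 SD of noise, on plates passing a quality check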;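 also: median bead fluorescence of bound FAM aptamer so fluorescent compounds give negative values; no value below 0 was filed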
Target sequence (P25098 whole entry, looked up): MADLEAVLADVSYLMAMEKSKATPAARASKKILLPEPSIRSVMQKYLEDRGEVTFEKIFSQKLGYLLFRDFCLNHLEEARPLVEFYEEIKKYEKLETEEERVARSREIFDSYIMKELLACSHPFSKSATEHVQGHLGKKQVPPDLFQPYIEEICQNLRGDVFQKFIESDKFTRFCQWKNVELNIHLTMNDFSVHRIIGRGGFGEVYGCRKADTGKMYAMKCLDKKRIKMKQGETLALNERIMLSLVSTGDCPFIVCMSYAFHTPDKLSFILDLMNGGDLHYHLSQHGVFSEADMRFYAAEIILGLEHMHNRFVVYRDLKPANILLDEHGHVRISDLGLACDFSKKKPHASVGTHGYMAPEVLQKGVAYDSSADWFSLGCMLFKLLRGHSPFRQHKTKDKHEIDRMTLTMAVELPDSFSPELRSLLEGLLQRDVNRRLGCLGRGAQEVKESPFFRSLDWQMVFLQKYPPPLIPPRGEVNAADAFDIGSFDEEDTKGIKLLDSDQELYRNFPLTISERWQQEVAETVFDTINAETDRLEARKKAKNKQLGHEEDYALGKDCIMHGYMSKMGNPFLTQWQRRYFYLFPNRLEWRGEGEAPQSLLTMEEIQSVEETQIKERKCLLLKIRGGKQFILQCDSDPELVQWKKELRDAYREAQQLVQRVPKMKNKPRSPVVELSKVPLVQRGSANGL
CIT2 TOR yeast – yeast TOR pathway CIT2-GFP modulation; S. cerevisiae CIT2-GFP strain, flow cytometry, 3 h; 100 means same as DMSO wells; hit rate 0.065% among 320,000; GFP response vs DMSO, % at 10 µM;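 active = GFP response relative to DMSO above a set limit, near the screen mean plus 3 SD, cut at about 150% in these data; inconclusive = Fewer than 70 cells measured for a yeast strain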;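 also: ratio of well median GFP fluorescence to mean of DMSO wells on the plate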
VLA-4 inh – inhibition in a human VLA-4 binding assay; AID 2557; inhibition, % (about 7 µM as worked out from the volumes in the protocol); hit rate 0.2% among 330,000; VLA-4 expressing cells, ligand binding flow cytometry; P13612; in the data active = inhibition above about 50%
AGP1-GFP MLPCN – yeast TOR pathway AGP1-GFP modulation | S. cerevisiae AGP1-GFP multiplex flow cytometry, 3 h; GFP as percent of DMSO wells | GFP response vs DMSO, % at 10 µM | hit rate 0.02% among 320,000;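 active = GFP response relative to DMSO above a set limit, near screen average plus 3 SD, cut at about 150% in these data; inconclusive = fewer than 70 cells counted for the yeast strain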;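 also: median GFP channel fluorescence of the gated AGP1 strain per well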
LAP4 TOR yeast – alters LAP4-GFP fluorescence in TOR pathway yeast screen; S. cerevisiae LAP4-GFP multiplex, flow cytometry GFP, 3 h; median GFP as percent of DMSO wells; GFP response vs DMSO, % at 10 µM; hit rate 0.34% among 320,000;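 active = GFP response vs DMSO above a set limit, about the screen mean plus 3 SD, cut at about 150% in these data; inconclusive = under 70 cell events counted for the yeast strain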
MEP2 TOR yeast – alters MEP2-GFP fluorescence in TOR pathway yeast screen. hit rate 0.51% among 330,000. GFP response vs DMSO, % at 10 µM. S. cerevisiae MEP2-GFP strain, flow cytometry GFP, 3 h; 100% = DMSO control level. AID 2016;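 active = GFP response versus DMSO above a set limit, roughly screen mean plus 3 SD, cut at about 180% in these data; inconclusive = fewer than 70 cells counted for a yeast strain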;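 also: median GFP fluorescence of the barcode-gated MEP2-GFP cells per well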
Active calls of the source: *; u = inconclusive; [ ] = another dose, or the depositor's remark.

cpd	molecule	RPL19A TOR yeast	Yeast superoxide	GRK2 aptamer HTS	CIT2 TOR yeast	VLA-4 inh	AGP1-GFP MLPCN	LAP4 TOR yeast	MEP2 TOR yeast
1	CN(CC(=O)N1CCCC1)S(=O)(=O)c1cccc(Cl)c1	99	99	0	105	8	103	99	105
2	CCC1CCCCN1CCNC(=O)CNS(=O)(=O)c1ccc2nc(C)sc2c1 (stereo not drawn)	96	98	0	104	6	101	99	100
3	O=C(Cn1[nH]c(=O)c2ccccc2c1=O)OCC(=O)N1CCCc2ccccc21	97	98	2	94	8	97	96	98
4	O=C(OCCC1Oc2cccnc2NC1=O)c1ccc(F)cc1 (stereo not drawn)	100	108	2	98	-14	95	100	97
5	CC(C)c1ccc(-c2csc3ncnc(N4CCN(C)CC4)c23)cc1	102	100	0	100	9	97	88	86
6	CC(C(=O)NC(N)=O)N1C(=O)NC(c2ccccc2)(c2ccccc2)C1=O (stereo not drawn)	103	105	0	95	4	100	96	104
7	CC(=O)Nc1ccc(C2=NN(c3ccccc3)C(c3cccs3)C2)cc1 (stereo not drawn)	98	100	0	101	-16	95	98	101
8	CN(C)S(=O)(=O)c1ccc(-n2cccc2)cc1	104	90	3	99	-1	104	96	101
9	CCCC(c1nnnn1CC(=O)OCC)N(Cc1cc2ccc(C)cc2[nH]c1=O)C1CCCC1 (stereo not drawn)	95	109	1	99	6	96	94	103
10	Cc1ccc(C)c(N2CCN(S(=O)(=O)c3ccc4c(c3)OCCO4)CC2)c1	101	102	1	108	7	106	99	104
11	Cc1cc([N+](=O)[O-])cnc1N1CCOCC1	110	109	88*	114	-1	99	83	109
12	OCCN1CCN(CCOc2ccccc2-c2ccccc2)CC1	111	89	1	111	11	108	103	118
13	Cc1ccccc1OCC(=O)Nc1ccc(NC(=O)c2ccco2)cc1	119	113	1	108	8	111	100	117
14	COc1ccccc1-c1nnc2sc(COc3ccc(Cl)cc3Cl)nn12	95	123	2	96	-10	98	101	103
15	O=C(NNc1nc2ccccc2s1)c1ccc(F)cc1	106	105	3	89	0	109	107	103
16	COc1ccc(NC2(c3ccc(Cl)cc3)C(=O)c3ccccc3C2=O)cc1	94	98	1	94	1	92	98	97
17	CC(C)C[C@H](NC(=O)c1nc[nH]c1C(=O)N(C)Cc1ccccc1)C(=O)OC(C)(C)C	101	94	3	94	1	91	105	96
18	CSCCC1NC(=O)N(CC(=O)N2N=C(c3ccc(Cl)cc3)CC2c2ccco2)C1=O (stereo not drawn)	94	101	1	98	13	87	100	101
19	CCOC(=O)c1cn(-c2ccccc2)nc1-c1cccnc1	95	109	0	88	10	87	98	97
20	O=C(C1CCCO1)N1N=C(c2ccc(Br)cc2)CC1c1ccco1 (stereo not drawn)	98	87	0	92	-1	96	96	93
21	Cc1ccc2c(c1)/C(=N/N1C(=O)c3ccccc3C1=O)C(=O)N2	104	100	3	97	-3	95	89	96
22	COc1cc(/C=N/NC(=O)c2ccncc2)ccc1OC(=O)c1cccc(F)c1	101	100	2	117	-20	104	103	106
23	O=C(CSc1nnc(CNc2ccc(F)cc2)n1Cc1ccccc1)N1CCOCC1	98	101	2	103	2	96	99	99
24	COC(=O)c1nn(-c2ccccc2)c(Sc2ccc(Cl)cc2)c1/C=N/O	101	105	2	106	6	106	98	108
25	CC(C)NC(=S)Nc1ccc(Oc2ccccc2)cc1	102	115	0	100	-7	99	124	102

More structures
#	SMILES	RPL19A TOR yeast	Yeast superoxide	GRK2 aptamer HTS	CIT2 TOR yeast	VLA-4 inh	AGP1-GFP MLPCN	LAP4 TOR yeast	MEP2 TOR yeast
26	CCN(CC)S(=O)(=O)c1ccc(NC2c3ncccc3C(=O)N2Cc2ccccc2)cc1 (stereo not drawn)	99	126	2	96	1	100	99	97
27	CCn1c(SCC(=O)C(C)(C)C)nnc1-c1cccnc1	98	120	2	103	6	105	103	100
28	CCc1cc2c(=O)c(-c3cnn(-c4ccccc4)c3)c(C)oc2cc1OCC(=O)Nc1ccc(F)c(F)c1	99	110	0	103	29	94	88	101
29	CSCc1nc2sc(C(=O)Nc3nc(C)cs3)c(C)c2c(=O)[nH]1	101	92	4	116	-12	95	102	131
30	Cc1ccccc1NC(=O)Nc1nnc(CC(=O)NCc2ccccc2)s1	94	94	2	92	5	92	96	95
31	Cc1cc(Br)ccc1NC(=O)CNC(=O)CSc1ncccn1	98	111	1	96	-4	99	101	105
32	Cc1cccc(CSc2ccc(-c3ccco3)nn2)c1	101	103	2	80	6	86	96	94
33	COc1ccc(CCNC2CC(=O)N(N(C)C)C2=O)cc1OC (stereo not drawn)	91	94	0	90	2	95	95	95
34	O=C(COC(=O)c1ccco1)Nc1ccc2c(c1)OCO2	94	101	3	97	2	92	93	99
35	COc1ccc(C(=O)n2cnc3ccccc32)cc1	105	95	1	98	-7	100	92	101
36	Cc1cc(C)nc(Nc2ccccc2Br)n1	95	98	0	80	25	102	93	95
37	C=CCn1c(SCC(=O)NCc2ccco2)nc2sc(C)c(C)c2c1=O	103	101	1	96	13	100	102	101
38	O=C(CCCc1nc2ccccc2s1)NC1CCOC1=O (stereo not drawn)	105	98	0	104	-2	103	95	107
39	COc1ccc2oc(C(=O)NC(C)(C)C)c(C)c2c1	100	92	0	99	8	105	113	104
40	CCOC(=O)c1cc(-c2ccncc2)nc2c1c(C)nn2-c1ccccn1	97	102	0	97	12	91	92	82
41	CCc1ccc(NC(=O)CSc2n[nH]c(C)c2[N+](=O)[O-])cc1	100	92	1	92	4	96	94	100
42	CCOC(=O)C1CCN(c2c(NC3CCCCCCC3)c(=O)c2=O)CC1	101	100	34	96	11	105	103	109
43	Cc1ccn(CCC(=O)Nc2ccc3c(c2)OCO3)n1	98	95	6	95	22	99	104	93
44	CCc1ccc(NC(=O)c2cnc3scc(C)n3c2=O)cc1	90	108	6	83	-8	78	107	90
45	Cc1cc(C(=O)NNCc2ccccc2)no1	104	99	0	101	56*	104	108	97
46	COc1cccc(NC(=O)N2CCC(NC(=O)C(Cc3ccccc3F)NC(C)=O)CC2)c1 (stereo not drawn)	99	81	3	100	-4	104	88	104
47	S=C1NCCOCCOCCOCCOCCNC(=S)NCCOCCOCCOCCOCCN1	97	87	0	95	-7	98	100	95
48	CC(=O)Nc1ccc(NC(=O)c2ccc3c(c2)C(=O)N(c2ccccc2C)C3=O)cc1	106	100	0	108	-11	104	93	104
49	COc1ccc(-c2csc3ncnc(N4CCN(S(=O)(=O)c5cccs5)CC4)c23)cc1	97	89	4	85	-3	104	113	98
50	Cc1ccc(S(=O)(=O)Nc2cccc3c2O[C@H](CN(C)C(=O)Nc2ccc(C(F)(F)F)cc2)[C@@H](C)CN([C@H](C)CO)C3=O)cc1	92	101	3	93	34	96	91	95
51	Cc1ccc(S(=O)(=O)N(CC(=O)Nc2cccnc2)c2ccc(Br)cc2)cc1	97	120	0	93	-1	112	99	98
52	COCc1cc(=O)n2[nH]c(-c3ccc(C)cc3)cc2n1	93	113	0	95	0	94	93	94
53	Cc1ccc(N=Cc2cc(Cl)cc(Cl)c2O)nc1	107	110	3	104	-10	99	96	107
54	COc1ccc(C(CNC(=O)Cc2c(F)cccc2Cl)N2CCCCC2)cc1 (stereo not drawn)	96[may fluoresce violet]	88	1	u	7	19[may fluoresce violet]	76[may fluoresce violet]	299*[may fluoresce violet]
55	NC(N)=Nc1nc(C2COc3ccccc3O2)cs1 (stereo not drawn)	101	100	0	102	12	97	92	100
56	Cc1ccc(NC(=O)CN(C)C(=O)c2cccc(Br)c2)cc1	96	102	2	95	38	91	104	101
57	Cc1ccc[n+](CC(=O)Nc2ccc(N(C)C)cc2)c1	107	100	1	112	-2	103	86	114
58	O=c1[nH]c(SCc2cccc(Cl)c2)nc2[nH]ncc12	99	94	5	100	11	99	89	103
59	CCCCN(C(=O)CC1CCCC1)c1c(N)n(CC(C)C)c(=O)[nH]c1=O	86	99	3	98	17	95	88	92
60	O=C(CCCN1C(=O)c2ccccc2C1=O)N1CCCCC1	96	114	0	101	13	91	96	99
61	O=C(NC1CCCc2ccccc21)C1CCN(S(=O)(=O)c2cccc3nonc23)CC1 (stereo not drawn)	98	110	0	101	0	96	95	100
62	O=C(Nc1ccc(Br)cc1)c1cccc(N2C(=O)C3C4CCC(C4)C3C2=O)c1 (stereo not drawn)	103	106	2	99	0	97	91	98
63	CCC(C)(C)NC(=O)C(C(C)C)N(CC1CCCO1)C(=O)CNS(=O)(=O)c1ccc(F)cc1 (stereo not drawn)	97	88	2	101	3	99	100	124
64	CC1(OC(=O)CCc2ccccc2)C(=O)C=C2C=C3CCCN3C=C2C1=O (stereo not drawn)	100	99	5	99	1	104	96	104
65	COCC(C)n1c(SCC(=O)c2cc(C)n(C)c2C)nc2ccccc2c1=O (stereo not drawn)	98	99	0	98	6	102	110	99
66	CCCN(CCC)C1=N/C(=C\c2ccco2)C(=O)N1c1ccccc1	91	83	3	91	10	91	89	97
67	COc1ccc2[nH]c(C(=O)O)c(CCNC(C)=O)c2c1	99	102	0	104	2	106	99	103
68	O=C(CC(=O)N/N=C\c1cccc(Cl)c1Cl)NCc1ccccc1	101	108	0	98	1	95	93	100
69	N/C(=N\OC(=O)c1cc(-c2ccccc2)nc2ccccc12)c1cccnc1	101	94	6	102	16	85	96	86

Compounds listed so far with fluorine (9):
#	SMILES	RPL19A TOR yeast	Yeast superoxide	GRK2 aptamer HTS	CIT2 TOR yeast	VLA-4 inh	AGP1-GFP MLPCN	LAP4 TOR yeast	MEP2 TOR yeast
4	O=C(OCCC1Oc2cccnc2NC1=O)c1ccc(F)cc1 (stereo not drawn)	100	108	2	98	-14	95	100	97
15	O=C(NNc1nc2ccccc2s1)c1ccc(F)cc1	106	105	3	89	0	109	107	103
22	COc1cc(/C=N/NC(=O)c2ccncc2)ccc1OC(=O)c1cccc(F)c1	101	100	2	117	-20	104	103	106
23	O=C(CSc1nnc(CNc2ccc(F)cc2)n1Cc1ccccc1)N1CCOCC1	98	101	2	103	2	96	99	99
28	CCc1cc2c(=O)c(-c3cnn(-c4ccccc4)c3)c(C)oc2cc1OCC(=O)Nc1ccc(F)c(F)c1	99	110	0	103	29	94	88	101
46	COc1cccc(NC(=O)N2CCC(NC(=O)C(Cc3ccccc3F)NC(C)=O)CC2)c1 (stereo not drawn)	99	81	3	100	-4	104	88	104
50	Cc1ccc(S(=O)(=O)Nc2cccc3c2O[C@H](CN(C)C(=O)Nc2ccc(C(F)(F)F)cc2)[C@@H](C)CN([C@H](C)CO)C3=O)cc1	92	101	3	93	34	96	91	95
54	COc1ccc(C(CNC(=O)Cc2c(F)cccc2Cl)N2CCCCC2)cc1 (stereo not drawn)	96[may fluoresce violet]	88	1	u	7	19[may fluoresce violet]	76[may fluoresce violet]	299*[may fluoresce violet]
63	CCC(C)(C)NC(=O)C(C(C)C)N(CC1CCCO1)C(=O)CNS(=O)(=O)c1ccc(F)cc1 (stereo not drawn)	97	88	2	101	3	99	100	124
